# PAFAH2 FP inh: PAFAH2 (human) inhibition; Q99487; recombinant PAFAH2, FP-rhodamine activity probe, fluorescence polarization; inhibition, % at 3.39 µM; 340,000 tested, 0.99% active; AID 492956;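 active = inhibition above the mean over all tested compounds plus 3 SD, cut at about 30% in these data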;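 also: inhibitors block probe labeling of enzyme so polarization drops; 0% = enzyme with DMSO and 100% = wells lacking PAFAH2 protein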
# proCasp3 act: procaspase-3 (human) activation | P42574 | recombinant procaspase-3 D3A, Ac-DEVD-pNA absorbance 405 nm | activation, % at 8.5 µM | 330,000 tested, 0.11% active | AID 463141;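 active = activation above the mean of all tested compounds plus 3 SD, cut at about 21% in these data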;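 also: 0% = DMSO alone and 100% = DMSO wells spiked with extra 5 µM PC-3 D3A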
# Target sequence (P42574 whole entry D9A/D28A/D175A): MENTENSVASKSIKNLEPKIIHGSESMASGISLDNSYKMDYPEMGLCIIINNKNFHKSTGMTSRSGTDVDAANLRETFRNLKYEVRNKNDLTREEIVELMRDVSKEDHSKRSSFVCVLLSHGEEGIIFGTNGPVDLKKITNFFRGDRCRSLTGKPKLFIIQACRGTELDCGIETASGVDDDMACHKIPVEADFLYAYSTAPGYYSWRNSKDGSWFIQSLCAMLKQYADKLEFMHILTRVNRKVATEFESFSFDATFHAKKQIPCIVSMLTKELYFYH
#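 assay system = Procaspase-3 D3A mutant | signal = absorbance at 405 nm, 0 and 120 min | times = 1 h preincubation plus 2 h reaction at 25 °C | repeats = single replicate | read-out = % activation between DMSO and enzyme-spiked controls | medium = Zinc-free HEPES saline buffer with Triton X-100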
# PP5 primary: blocks human protein phosphatase 5 activity; P53041; purified PP5c, OMFP substrate fluorescence; inhibition, % at 6.7 µM; 320,000 tested, 0.18% active; AID 1987;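 active = inhibition above the campaign's mean inhibition across all tested compounds plus 3 SD, cut at about 9.5% in these data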;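 also: 0% = DMSO only and 100% = 100 µM cantharidin control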
# Target sequence (P53041 whole entry, looked up): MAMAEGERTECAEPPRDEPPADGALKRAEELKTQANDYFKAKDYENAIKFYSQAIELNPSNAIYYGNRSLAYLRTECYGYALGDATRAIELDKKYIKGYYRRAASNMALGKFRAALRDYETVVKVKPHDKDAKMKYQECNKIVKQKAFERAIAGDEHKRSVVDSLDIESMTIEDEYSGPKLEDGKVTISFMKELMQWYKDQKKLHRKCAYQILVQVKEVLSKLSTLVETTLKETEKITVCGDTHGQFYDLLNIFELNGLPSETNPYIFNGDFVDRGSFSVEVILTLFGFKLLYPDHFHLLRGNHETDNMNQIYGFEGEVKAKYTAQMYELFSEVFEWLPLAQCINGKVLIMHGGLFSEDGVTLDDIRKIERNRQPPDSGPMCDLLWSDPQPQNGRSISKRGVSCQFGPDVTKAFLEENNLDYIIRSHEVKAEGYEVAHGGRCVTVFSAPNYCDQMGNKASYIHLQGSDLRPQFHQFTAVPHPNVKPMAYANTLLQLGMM
# Fh CTSL1 inh: counter-screen for PFM18AAP inhibitors: inhibitors of F. hepatica cathepsin L1 | recombinant F. hepatica cathepsin L1, Z-Leu-Arg-MCA fluorescence | inhibition, % at 5.96 µM | 300,000 tested, 0.49% active;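 active = inhibition above the mean of all tested compounds plus 3 SD, set per screening campaign, cut at about 17% in these data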;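 also: 0% = plate median of test compound wells and 100% = 1 µM Z-Phe-Ala-diazomethylketone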
# TPT1 inh: C. albicans TPT1 enzyme inhibition; recombinant caTPT1, FP RNA substrate dephosphorylation; inhibition, % at 5 µM; 300,000 tested, 0.81% active;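 active = inhibition above the mean of all tested compounds plus 3 SD, set per screening campaign, cut at about 24% in these data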;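 also: plate controls were DMSO alone for no effect and ferristatin control at 100 nM for full effect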
# PP1 inh: PP1-alpha (human) inhibition in PP5 counter-screen. purified PP1alpha, OMFP fluorescence. inhibition, % at 6.7 µM. 320,000 tested, 0.9% active. AID 2235;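 active = inhibition above the mean inhibition of all tested compounds plus 3 SD, computed separately for each screening campaign, cut at about 15% in these data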
# core dimer inh: HCV core protein dimerization inhibition; AID 1899; 300,000 tested, 0.33% active; TR-FRET GST/Flag-core106 dimerization, 1536-well; inhibition, % at 5 µM;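 active = inhibition above the mean of all tested compounds plus 3 SD, set per screening campaign, cut at about 45% in these data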
#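 Assay system: tagged HCV core106 pair (GST and Flag); medium: KF-containing HEPES buffer, pH 7.45, DTT, CHAPS, BSA; also added: Eu donor and XL665 acceptor anti-tag antibodies; dosing: 5 µM single dose; timing: compound-protein-antibody incubation 4 h at 22.5 °C; signal: TR-FRET 671 and 617 nm emission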
# AHR activator: human AHR activation. P35869. AHR-responsive luciferase reporter cells, luminescence. activation, % at 5 µM. 320,000 tested, 2.5% active; in the data active = activation above about 47%;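 also: 0% = vehicle wells and 100% = reference agonist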
# proCasp7 act: counter-screen for procaspase-3 activators: activators of human procaspase-7 | recombinant procaspase-7, Ac-DEVD-pNA absorbance 405 nm; D23A/D198A/D206A triple mutant, cannot self-cleave; scale: DMSO 0, 5 µM enzyme 100 | activation, % at 8.5 µM | 330,000 tested, 0.093% active | P55210;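 active = percent activation above the screen-wide mean plus 3 SD, cut at about 25% in these data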
#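 Replicates: singlicate. Assay system: Procaspase-7 triple mutant (PC-7 D3A). Signal: 405 nm absorbance of p-nitroaniline. Times: 1 h preincubation, 2 h reaction. Buffer or medium: Zinc-free HEPES pH 7.4 with 300 mM NaCl, 0.01% Triton X-100. Also added: DEVD-pNA substrate. Benchmarks: DMSO wells as 0%, DMSO with 5 µM added PC-7 as 100%.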
# Numbers without * were called inactive; nt = not tested or not shown.
Structure	PAFAH2 FP inh	proCasp3 act	PP5 primary	Fh CTSL1 inh	TPT1 inh	PP1 inh	core dimer inh	AHR activator	proCasp7 act
COC(=O)c1ccccc1NC(=O)Nc1ncccc1C	-4	7	-0.1	0	-2	2	-3	2	5
O=C(COc1ccccc1F)Nc1ccc(S(=O)(=O)NCc2ccco2)cc1	1	-1	4.5	-4	-3	2	10	4	-9
COc1ccc(C(=O)Nc2ccc(N3CCN(Cc4ccccc4)CC3)cc2)cc1	nt	6	-0.2	0	-2	-1	3	-1	8
C=CCNC(=S)NNc1nc2sc3c(c2c(=O)[nH]1)CC(C)(C)OC3	-3	-9	1.5	0	-3	1	-10	5	-13
CCOC(=O)c1cnc(-n2nc(C)cc2C)nc1NC1CCCC1	-8	-8	2.4	1	0	22*	3	-2	0
CCO[C@H]1OC(C(=O)N2CCCCCCC2)=C[C@@H](c2csc3ccccc23)[C@@H]1CCCO	2	8	1.0	3	-1	4	4	5	-2
CCOC(=O)CC(NS(=O)(=O)c1ccc2[nH]cc(C(=O)O)c(=O)c2c1)c1ccc(OCC)c(OC)c1 (stereo not drawn)	4	6	4.0	2	-6	5	-33	-2	1
O=C(COC(=O)/C=C/c1ccccc1[N+](=O)[O-])NC1CCS(=O)(=O)C1 (stereo not drawn)	5	-5	0.7	-38	-2	1	-12	19	-2
Clc1ccccc1/C=C/c1nc(-c2ccccn2)no1	-7	-2	3.2	6	2	-3	0	-11	3
COc1cc(/C=C2/SC(=Nc3ccc(O)cc3)NC2=O)cc(OC)c1O	-50	-17	1.8	3	13	7	-10	8	-7
COc1cc(/C=N\NC(=O)c2sc(N)nc2C)cc(OC)c1OC	5	-2	0.6	1	0	1	4	62*	6
CN(C1=NC(=O)CS1)c1ccc(O)cc1	1	2	-1.7	6	0	-1	-2	-1	0
Cc1cc(C(=O)C(=O)O)c(C)n1-c1ccc(Cl)cc1	1	0	2.6	7	2	-4	-1	-1	6
CC(=O)CCc1c(C)[nH]c2ccc(NC(C)=O)cc2c1=O	1	0	1.0	-2	1	0	-2	2	5
COc1ccc(C(=O)Nc2ccc(N3CCN(C(=O)c4cccs4)CC3)cc2)cc1Br	-2	1	3.7	-2	-1	5	9	-2	3
C1CCC2(CC1)C1=C(CCCC1)Nc1nnnn12	-1	1	2.0	0	2	4	-1	-1	7
NCCCSC1=NCCCN1	-4	3	-2.4	-4	-2	-3	-1	-2	11
N#CCCN(C(=O)COC(=O)CNC(=O)C12CC3CC(CC(C3)C1)C2)c1ccccc1	13	8	-2.0	-10	0	-8	0	-1	-5
COc1ccc(C(=O)NC(=S)NC(C)c2ccccc2)cc1 (stereo not drawn)	7	-12	0.5	-2	-3	1	3	15	-23
COc1cccc(NC(=O)c2ccc3nsnc3c2)c1	-13	2	1.6	1	-1	0	-2	20	4
Cc1cc(F)ccc1NS(=O)(=O)c1c(C)nc2scc(C)n2c1=O	2	-1	0.4	-7	2	-2	-4	3	2
CCCOC(=O)CSC1=C(C#N)C(c2ccc3c(c2)OCO3)CC(=O)N1 (stereo not drawn)	-2	-3	1.0	-3	0	1	2	5	3
Cc1ccc(C(C)C)cc1S(=O)(=O)NC1CC(C)(C)NC(C)(C)C1	2	3	0.8	4	-4	-3	0	4	0
O=C(O)CCC(=O)N1CCc2cc(S(=O)(=O)N3CCCCC3)ccc21	11	1	1.2	0	-1	-3	0	0	13
COc1cc2c3c(c1)-c1c(sn(-c4cc(OC)ccc4OC)c1=S)C(C)(C)N3C(=O)C2=O	6	6	0.9	-2	-3	1	-12	2	8
COCCCNC(=O)COc1cc(C)c(Cl)c(C)c1	-3	3	1.7	-1	-4	4	-3	25	5
Cc1ccc(CN2CC(C(=O)N3CCN(S(=O)(=O)c4cccc(F)c4)CC3)CC2=O)cc1 (stereo not drawn)	4	6	-0.7	0	1	-13	-5	0	8
Cc1ccc(C(=O)COC(=O)[C@@H](NC(=O)c2ccco2)C(C)C)s1	-2	8	nt	nt	nt	nt	nt	0	6
O=C1c2ccccc2C(=O)N1CC(O)Cn1nnc2ccccc21 (stereo not drawn)	4	-1	1.1	3	-2	-2	3	0	-4
CCOc1ccc(Cn2c(O)cc(=O)[nH]c2=O)cc1	6	-1	2.3	-1	39*	-4	1	-2	-18

# Three compounds from above, limited to AHR activator and PP1 inh.
mol | AHR activator | PP1 inh
Cc1ccc(CN2CC(C(=O)N3CCN(S(=O)(=O)c4cccc(F)c4)CC3)CC2=O)cc1 (stereo not drawn) | 0 | -13
Cc1ccc(C(=O)COC(=O)[C@@H](NC(=O)c2ccco2)C(C)C)s1 | 0 | nt
O=C1c2ccccc2C(=O)N1CC(O)Cn1nnc2ccccc21 (stereo not drawn) | 0 | -2

# Following part:
Structure	PAFAH2 FP inh	proCasp3 act	PP5 primary	Fh CTSL1 inh	TPT1 inh	PP1 inh	core dimer inh	AHR activator	proCasp7 act
O=C(N/C(=C\c1ccco1)C(=O)N1CCCC1)c1ccccc1	4	9	1.8	3	-6	-1	10	-1	2
COc1ccc(NC(=O)c2ccc3ccccc3c2OC)cc1	1	-3	2.2	-2	-1	-2	2	-1	4
O=C1[C@H]2[C@@H](c3ccc(F)cc3)N3C(=O)N(c4ccc(Br)cc4)C(=O)[C@@]3(Cc3ccc(Cl)cc3)[C@H]2C(=O)N1C1CCCCC1	-15	8	-1.9	0	-3	-3	25	3	-1
CCNC(=S)Nc1ccc(S(=O)(=O)Nc2cc(C)nc(C)n2)cc1	-7	-4	-1.6	9	0	0	-1	6	3
Cc1ccc(C)c(S(=O)(=O)C(C#N)c2nc3ccccc3nc2N2CC(C)OC(C)C2)c1 (stereo not drawn)	13	-6	7.3	2	3	1	12	-1	10
COc1ccc(C(=O)Nc2nnc(Cc3ccccc3)s2)c(OC)c1	8	-9	-1.5	4	-3	0	68*	6	5
O=C1CCCS(=O)(=O)c2ccccc21	-7	4	-3.2	5	-1	-6	4	1	3
O=C(Nc1ccc(N2CCN(C(=O)c3ccc(Cl)cc3)CC2)cc1)c1cc2ccccc2o1	-5	-6	1.2	6	-1	1	8	-3	-2
Fc1c(F)c(F)c(N=Cc2ccc3ncccc3c2)c(F)c1F	5	8	3.4	-4	-2	0	-10	3	-8
O=C1c2cccc3cccc(c23)N1CN1CCN(c2ccccn2)CC1	-1	2	1.4	-1	-3	-1	-4	0	14
O=C(NCC1CCCO1)C(c1cccnc1)N(C(=O)Cc1cccs1)c1ccccc1 (stereo not drawn)	-5	8	3.1	2	0	-1	3	5	6
CCOc1ccc(/C=N/OCC(=O)NCc2ccco2)cc1	-7	1	-1.8	-6	4	-9	-1	4	-4
CC(=O)N[C@@H](Cc1c[nH]c2ccccc12)C(=O)OCC(=O)Nc1ccc(S(=O)(=O)N(C)C)cc1	0	-3	-0.7	-4	-1	-1	0	3	-2
CN(Cc1ccon1)C(=O)C1CCC(=O)N(Cc2ccc(Cl)cc2)C1 (stereo not drawn)	-2	-5	-0.4	-1	-2	2	-5	-5	9
CCCc1nc2ccccc2c(C(=O)OCC(=O)Nc2cccc(S(=O)(=O)N3CCOCC3)c2)c1CC	-24	5	9.2	14	0	9	6	11	-3
CCOc1ccc(C/C(O)=C2\C(=O)CC(C)(C)CC2=NCC(=O)O)cc1OCC	nt	4	3.6	-1	4	-6	-4	0	6
COc1cc(/C=C/C(=O)NC2CCCCC2)cc(OC)c1OC	3	-2	2.6	-6	2	-2	-6	2	4
Clc1cccc(Cl)c1OCCOCCNCc1ccccc1	-6	-1	4.6	-3	1	1	2	3	-11
O=C(Nc1ccc(Cl)cc1)Nc1nnc(/C=C/c2ccccc2)s1	-20	8	-0.3	2	-1	0	-2	4	12
Cc1c([C@@H]2C[C@H]3CN(Cc4cccc(Cl)c4)C(=O)[C@]34CCCN24)cnn1C	-9	-8	2.6	-2	32*	-6	0	4	-2
CC(C)(C)c1cc(NC(=O)CCSc2nnc3ccccn23)cc(C(C)(C)C)c1	3	0	-0.4	8	-2	-3	9	-1	11
COCC(=O)N(Cc1cc2cc(OC)ccc2[nH]c1=O)c1ccccc1OC	-3	5	-1.8	5	-3	-4	-2	4	1
Cc1cc(NCCCn2ccnc2)n2nc(-c3ccc(F)cc3)cc2n1	1	7	4.0	-3	-4	-3	-1	47	2
O=C(Nc1ncnc2c1C(c1ccccc1)c1c(ccc3ccccc13)O2)c1ccccc1 (stereo not drawn)	-39	-7	nt	nt	nt	nt	nt	3	4
CCn1nc(NS(=O)(=O)c2ccccc2[N+](=O)[O-])c2cc3cccc(C)c3nc21	10	-3	-1.3	4	-3	5	11	12	-4
COc1ccc(CCNC(=O)c2cccc(S(=O)(=O)N3CCCCC3)c2)cc1	6	-2	-1.8	0	2	-6	-2	2	10
CCCn1nc2cc(C(=O)NCCCCc3ccccc3)ccc2c1OCC	6	-2	2.0	3	-3	6	6	10	4
COCCOc1cc(Nc2nnc(C(F)(F)F)s2)c(Cl)cc1Cl	0	-3	1.1	1	1	-1	-4	2	1
COc1ccc(-c2noc(-c3ccccc3-c3ccccc3)n2)cc1	-9	1	1.1	0	0	7	-4	-6	16
COc1ccc(C(C)=O)cc1COC(=O)CCCN1C(=O)c2ccccc2C1=O	2	-4	-1.4	-42	1	-9	3	0	-10
CC(=O)c1cccc(NC(=O)NCc2ccco2)c1	1	-4	-2.8	3	-1	-2	0	3	-3
O=C(COC(=O)/C=C/c1ccccc1)NCc1ccc2c(c1)OCO2	14	10	nt	nt	nt	nt	nt	0	2
O=C(Nc1cccc(F)c1)c1ccco1	5	9	1.8	0	-1	-4	0	1	4
COc1cc([N+](=O)[O-])ccc1NC(=O)/C=C\C(=O)O	-2	-8	0.5	-1	0	0	-2	38	-2
Cc1ccc(NC(=O)N2Cc3ccccc3CC2C(=O)NC(C)(C)C)cc1 (stereo not drawn)	4	5	1.7	-3	-1	-5	-4	2	8
Cc1cc(C)c(S(=O)(=O)NCC23C=CC(O2)C2C(=O)N(c4ccccc4)C(=O)C23)c(C)c1 (stereo not drawn)	-8	-23	1.9	1	2	1	7	-1	-22
CC(=O)NC12CC3CC(C1)CC(C(=O)Nc1nc4ccc(F)cc4s1)(C3)C2	-7	-9	0.4	13	3	1	-13	46	-6
O=C(NCc1ccc2c(c1)OCO2)c1c(F)c(F)c(F)c(F)c1F	9	3	1.1	-1	-2	-3	0	6	7
O=C(NCCC1=CCCCC1)c1cc(-c2ccccn2)nc2ccccc12	0	7	3.0	3	-3	-6	-3	1	5

# Screens from PubChem BioAssay.
